# OX1R antag-1 = antagonists of human orexin 1 receptor (OX1R); hit rate 1.8% among 330,000; OX1R-expressing cells, FRET antagonist read-out; AID 485270; O43613; inhibition, % at 6.6 µM; in the data active = inhibition mostly above about 38%, no sharp cut-off; inactive = mostly below about 40%;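 note: 0% = agonist challenge alone and 100% = reference antagonist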
# Target sequence (O43613 whole entry, looked up): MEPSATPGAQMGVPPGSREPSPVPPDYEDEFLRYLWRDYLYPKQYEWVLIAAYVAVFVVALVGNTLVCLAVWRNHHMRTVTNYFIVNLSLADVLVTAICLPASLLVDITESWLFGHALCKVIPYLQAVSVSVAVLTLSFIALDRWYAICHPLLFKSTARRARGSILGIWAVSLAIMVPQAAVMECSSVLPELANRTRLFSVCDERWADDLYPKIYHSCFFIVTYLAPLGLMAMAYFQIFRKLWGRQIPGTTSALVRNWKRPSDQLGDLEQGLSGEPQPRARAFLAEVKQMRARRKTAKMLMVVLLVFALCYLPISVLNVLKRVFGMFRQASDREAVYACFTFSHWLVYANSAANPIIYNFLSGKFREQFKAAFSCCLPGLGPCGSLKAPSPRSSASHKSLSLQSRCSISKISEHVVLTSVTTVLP
# OX1R antag-2 = antagonists of human orexin 1 receptor | CHO/OX1R cells, Fluo-8 calcium fluorescence, orexin A | inhibition, % at 5 µM | O43613 | hit rate 0.43% among 330,000 | AID 434989;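 active = inhibition above its plate's threshold, mean inhibition of all tested compounds on the plate plus 3 SD, cut at about 37% in these data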;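 note: 0% = orexin A challenge wells and 100% = SB-334867-A antagonist wells; not every result past the cut was called active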
# * hit, by the source's call.
[1] COc1ccc(-c2cc(CCC(=O)N3CCN(c4cc(C)ccc4C)CC3)[nH]n2)cc1
[2] CCN1CCN(C(=O)CN(C)S(=O)(=O)c2ccc(OC)cc2)CC1
[3] CC(C)(C)c1ccc(C(=O)Nc2ccc(S(N)(=O)=O)cc2)cc1
[4] CC(C)n1nc(C(=O)NNC(=O)c2ccc(OC(F)F)cc2)c2ccccc2c1=O
[5] Cc1ccc(C(=O)NCC(=O)OCc2cccc(Br)c2)cc1
[6] CC(C)Cc1nc2oc3c(NCC4CCCO4)ncnc3c2c2c1CCC2 (centres undefined)
[7] O=C(NNS(=O)(=O)c1ccc(Cl)cc1)c1ccc(S(=O)(=O)N2CCCCC2)cc1
[8] O=[N+]([O-])c1cc(C(F)(F)F)cc([N+](=O)[O-])c1NCCNC(=S)Nc1cccc(F)c1

screen / no. | 1 | 2 | 3 | 4 | 5 | 6 | 7 | 8
OX1R antag-1 | 8 | 9 | -4 | 8 | 14 | 17 | -4 | 20
OX1R antag-2 | -21 | -3 | -7 | -39 | -10 | -18 | -17 | 22

[9] O=C1CNC(=S)N1CCOc1ccccc1
[10] CCN(CC)S(=O)(=O)c1ccc(Cc2ncc(C(F)(F)F)cc2Cl)s1
[11] Cc1nn(Cc2ccccc2)c(C)c1C(=O)Nc1ccc(N2CCOCC2)cc1
[12] O=C(COc1ccc2ccc(=O)oc2c1)Nc1ccc2c(c1)OCCO2
[13] N#Cc1cc(-c2ccc(Cl)cc2)cnc1Sc1ccccc1
[14] CCOP(=O)(c1ccc(N(C)C)cc1)C(O)c1ccc(C)cc1 (centres undefined)
[15] CC(=O)Nc1ccc(-c2csc(NC(=O)CCCc3cccs3)n2)cc1
[16] CCc1ccccc1NC(=O)c1onc(C)c1Cl

screen / no. | 9 | 10 | 11 | 12 | 13 | 14 | 15 | 16
OX1R antag-1 | 1 | 5 | -2 | 18 | 4 | 4 | 33 | 16
OX1R antag-2 | -8 | -15 | 7 | -26 | -33 | -1 | -1 | -24

[17] COCCCN=C(c1ccco1)n1c(=S)nc(-c2ccco2)n(CCCOC)c1=S
[18] CCOC(=O)/C=C/C(=O)OCC(=O)Nc1ccc(Cl)cc1Cl
[19] CCOCCCn1c(C)nc2c[n+](CC(=O)c3ccc4ccccc4c3)cc(Br)c21
[20] COc1ccc(N2CCN(CCC(N)=O)CC2)cc1
[21] CCCCn1c(N)c(N(CCOC)C(=O)c2ccc(-c3cccc(C(F)(F)F)c3)o2)c(=O)[nH]c1=O
[22] O=C(NCc1ccccc1)Nc1cccn(Cc2c(F)cccc2Cl)c1=O
[23] CCOCC(=O)Nc1cc(Cl)ccc1C
[24] CC1=C(C(=O)N2CCCC(C(=O)c3cccc4ccccc34)C2)OCCO1 (centres undefined)

screen / no. | 17 | 18 | 19 | 20 | 21 | 22 | 23 | 24
OX1R antag-1 | 12 | -1 | 5 | 14 | 16 | 23 | 19 | 21
OX1R antag-2 | 25 | -13 | -19 | 0 | -9 | -4 | -1 | -36

[25] CS(=O)(=O)N(CC(=O)Nc1ccccc1-c1ccccc1)c1ccc(F)cc1
[26] Cc1c(N(C)S(=O)(=O)c2ccc(Cl)c(C(=O)N3CCC(C(N)=O)CC3)c2)c(=O)n(-c2ccccc2)n1C
[27] Cc1ccccc1C(=O)NC(CC(C)C)C(=O)NN1C(=O)c2ccccc2C1=O (centres undefined)
[28] CSc1ccc(/C=C/C(=O)c2ccc(NC(=O)Cc3ccccc3)cc2)cc1
[29] CCOc1ccc(C2(C)NC(=O)N(CCN(C)C)C2=O)cc1 (centres undefined)
[30] Cc1cc(C)c(NC(=O)Cn2cc3c(n2)CCCC3)c(C)c1
[31] CC1CCN(CCCNS(=O)(=O)c2cc(Br)cc3c2N(C(=O)C2CC2)CC3)CC1
[32] Cc1cc(C(F)F)n2ncc(C(=O)NCc3ccc(F)cc3)c2n1

screen / no. | 25 | 26 | 27 | 28 | 29 | 30 | 31 | 32
OX1R antag-1 | 8 | -3 | 27 | 15 | 6 | 8 | 14 | 13
OX1R antag-2 | -10 | -6 | -25 | 5 | -13 | -13 | -9 | -16

[33] CCOc1ccc(C(=O)NCC(=O)OCC(=O)Nc2cccc(S(=O)(=O)N3CCCC3)c2)cc1
[34] COc1ccc(NS(=O)(=O)c2cccc(-c3n[nH]c(=S)n3Cc3ccccc3)c2)cc1
[35] CC(=O)C1=C(C)NC(SCC(=O)Nc2nc3ccccc3s2)=C(C#N)C1c1ccc(Cl)cc1 (centres undefined)
[36] N#Cc1ccc(Cl)cc1NC(=O)CSc1nc2nc(-c3cccs3)cc(C(F)(F)F)c2c(=O)[nH]1
[37] O=C(c1ccccc1NS(=O)(=O)c1ccc(F)cc1F)N1CCCCC1
[38] Cc1ccccc1OCC(=O)NCC(=O)OCC(=O)c1ccc([N+](=O)[O-])cc1
[39] CC(C)(C)c1ccc(NC(=O)NC2CCCc3ccccc32)cc1 (centres undefined)
[40] O=C(Nc1ccccn1)NC(C(F)(F)F)C(F)(F)F

screen / no. | 33 | 34 | 35 | 36 | 37 | 38 | 39 | 40
OX1R antag-1 | 19 | 8 | 24 | 6 | 17 | 50 | 12 | 0
OX1R antag-2 | -22 | -21 | -40 | -4 | 3 | -2 | 5 | -15

[41] Cc1ccc2oc(=O)n(CCOc3ccccc3)c2c1
[42] CCOC(=O)CSc1nnc(-c2cccnc2)n1Cc1ccccc1
[43] Cc1ccc(N2CC(C(=O)N3CCC(C(=O)Nc4ccc(Br)cc4)CC3)CC2=O)cc1 (centres undefined)
[44] c1ccc(-c2nn3c(Cn4nnc5ccccc54)nnc3s2)nc1
[45] CCC1=C2CC[C@H]3C(=O)N(CC)C(=O)[C@H]3[C@H]2[C@@]2(Cc3ccccc3)C(=NCCOC)OC(=O)N2C1=O
[46] Cc1ccc(NC(=O)CCc2c(C)nn(-c3ccc(N4CCOCC4)nn3)c2C)cc1F
[47] COCCNc1nc2ccccc2n1CC(=O)c1ccc(OC)c(OC)c1
[48] Cc1ccc(S(=O)(=O)NCc2nc3ccccc3c(=O)n2N)cc1

screen / no. | 41 | 42 | 43 | 44 | 45 | 46 | 47 | 48
OX1R antag-1 | 6 | 18 | 10 | 12 | 19 | 24 | 9 | 16
OX1R antag-2 | -17 | -14 | -26 | -11 | -10 | -15 | -20 | -15

[49] CCN(CC)c1nc2ccccc2n2cnnc12
[50] COc1cc(/C=N/NC(=O)CCc2ccccc2)ccc1O
[51] CC(=O)Nc1ccc(OS(=O)(=O)c2ccc(C(C)(C)C)cc2)cc1
[52] COc1ccc(-c2ccccc2NC(=O)C2CCCN(Cc3ccc(C)o3)C2)cc1 (centres undefined)
[53] COc1ccccc1NS(=O)(=O)c1cc(NC(=O)COc2ccccc2F)ccc1N1CCOCC1
[54] Cc1ccc2nc(C)cc(N/N=C/c3ccccc3O)c2c1
[55] COCCN1CN=C(Nc2nc3ccccc3o2)NC1
[56] Cc1ccc(C(c2ccc(C)o2)c2cccc([N+](=O)[O-])c2O)o1

screen / no. | 49 | 50 | 51 | 52 | 53 | 54 | 55 | 56
OX1R antag-1 | 6 | 4 | 22 | 2 | 10 | 11 | 3 | 12
OX1R antag-2 | -13 | 0 | -6 | -18 | 18 | -18 | -8 | -34

[57] C#CCn1cc(Cl)cc(C(=O)Nc2ccccc2)c1=O
[58] Cc1noc(/C=C/N(C)C)c1S(=O)(=O)N1CCCC(C(=O)NCCC2=CCCCC2)C1 (centres undefined)
[59] CCOC(=O)c1ccccc1NC(=O)COC(=O)CCNS(=O)(=O)c1ccc(C)c(C)c1
[60] Cc1ccc(S(=O)(=O)N(C)Cc2ccc(C(=O)N/N=C/c3ccc(OC(F)F)cc3OC(F)F)cc2)cc1
[61] Cc1cc(C)n(C(=O)c2cccc(S(=O)(=O)N3CCOCC3)c2)n1
[62] Cc1cc(C)c2nc(SCC(=O)NC(=O)c3cccn3C)cc(C)c2c1
[63] CCCCNC(=O)C1C2C=CC3(CN(Cc4ccc(C)cc4)C(=O)C13)O2 (centres undefined)
[64] Cc1ccc(-n2c(-c3ccccc3)c[n+]3c2CCC3)cc1

screen / no. | 57 | 58 | 59 | 60 | 61 | 62 | 63 | 64
OX1R antag-1 | 0 | 9 | 10 | 6 | 13 | 12 | 0 | 23
OX1R antag-2 | -9 | -26 | -48 | 0 | -12 | 10 | -21 | -6

[65] O=C(O)/C(=C\c1ccc(Cl)cc1)c1ccc(S(=O)(=O)N2CCCC2)s1
[66] CC(C)(C)c1ccc(C(=O)NNC(=O)CNC(=O)c2cccs2)cc1
[67] CNC(=O)/C(C#N)=C/c1ccc(-c2ccc(OC)cc2[N+](=O)[O-])o1
[68] CCCSC1=C(C#N)C(c2ccccc2OCC)CC(=O)N1 (centres undefined)
[69] S=C(NC1CCCCC1)N1CCOCCOCCN(C(=S)NC2CCCCC2)CCOCC1
[70] O=c1cc(-c2ccccc2)[nH]c2nc3ccccc3n12
[71] Cc1ccn2cc(CSc3ccccc3)nc2c1
[72] CN(Cc1ccsc1)C(=O)CCc1nnc(CCCc2ccccc2)o1

screen / no. | 65 | 66 | 67 | 68 | 69 | 70 | 71 | 72
OX1R antag-1 | 1 | -3 | 35 | 18 | 2 | 17 | 19 | -1
OX1R antag-2 | 9 | 11 | -5 | 1 | -42 | -11 | -26 | -25

[73] Cc1cc(NC(=O)c2ccc(-c3ccccc3F)o2)no1
[74] CNS(=O)(=O)c1ccc(C)c(S(=O)(=O)NC)c1
[75] O=C(COc1ccc(Br)cc1)Nc1ccc(-c2nnc(-c3ccco3)o2)cc1
[76] COc1ccc(C2OC(=O)CC2C(=O)NCc2ccc(F)cc2)cc1OC (centres undefined)
[77] COc1ccc(OC)c(/C=N/NC(=O)Cn2ccnc2C)c1
[78] CN1c2ccccc2C(=O)NC1c1ccc(Cl)cc1 (centres undefined)
[79] CC(c1ccccc1F)n1cc(C(=O)NCc2ccncc2)nn1 (centres undefined)
[80] Cn1c(=O)[nH]c(=O)c2c1nc(Br)n2CCC(=O)c1ccccc1

screen / no. | 73 | 74 | 75 | 76 | 77 | 78 | 79 | 80
OX1R antag-1 | 21 | 9 | -1 | 12 | 30 | 4 | 11 | 11
OX1R antag-2 | -26 | -7 | -21 | 5 | -5 | -22 | -15 | -14

# Three entries from above, with the structure last.
nr | OX1R antag-1 | OX1R antag-2 | SMILES
37 | 17 | 3 | O=C(c1ccccc1NS(=O)(=O)c1ccc(F)cc1F)N1CCCCC1
49 | 6 | -13 | CCN(CC)c1nc2ccccc2n2cnnc12
38 | 50 | -2 | Cc1ccccc1OCC(=O)NCC(=O)OCC(=O)c1ccc([N+](=O)[O-])cc1

# (further entries)
[81] COc1cccc(-n2nnc3c(=O)n(Cc4c(F)cccc4Cl)cnc32)c1
[82] O=C(Nc1cc(Cl)ccc1Cl)C1CC(=O)N(c2ccc(Br)cc2)C1 (centres undefined)
[83] O=[N+]([O-])c1ccc(Cl)c(S(=O)(=O)Nc2ccc(S(=O)(=O)N3CCOCC3)cc2)c1
[84] CC(NC(=O)c1cccc2ccccc12)c1ccc2c(c1)CCCC2 (centres undefined)
[85] Cn1c(SCC(=O)NCCc2ccc(S(N)(=O)=O)cc2)nc2ccccc2c1=O
[86] COc1ccc(NC(=O)CSc2ccc(-c3ccco3)nn2)cc1OC
[87] CCOC(=O)C1=C(C)N=c2s/c(=C/c3ccc(OCC(=O)O)cc3)c(=O)n2C1c1cc(OC)c(OC)c(OC)c1 (centres undefined)
[88] COc1ccccc1C(=O)OCC(=O)Nc1ccccc1OC(F)F

screen / no. | 81 | 82 | 83 | 84 | 85 | 86 | 87 | 88
OX1R antag-1 | 11 | -3 | 31 | 79* | 20 | 15 | 0 | 7
OX1R antag-2 | -12 | 1 | -6 | 5 | -17 | 4 | -22 | -11

[89] Cc1ccc(/C=N/N2CCN(Cc3ccc(C)cc3)CC2)cc1
[90] C/C(N)=C(/C#N)C(=O)CSc1nc2ccccc2c(=O)n1CCCO
[91] O=C(CN1C(=O)COc2ccccc21)NCCN1CCCC1
[92] COc1ccccc1N1CCN(C(=O)C(C)N(c2ccccc2)S(C)(=O)=O)CC1 (centres undefined)
[93] CC(Oc1ccc(Br)cc1)C(=O)NC1CCN(Cc2ccccc2)CC1 (centres undefined)
[94] CN(C)S(=O)(=O)c1ccc(F)c(C(=O)Nc2ccccc2C(=O)NC2CC2)c1
[95] COc1ccc(CN(C)C(=O)c2ccc(NS(=O)(=O)c3ccc(C)c([N+](=O)[O-])c3)cc2)c(OC)c1OC
[96] COc1ccc(C(=O)OCC(=O)c2ccc3c(c2)NC(=O)CO3)cc1[N+](=O)[O-]
[97] CN(CCO)S(=O)(=O)c1ccc2c(c1)C(=O)c1cc(S(=O)(=O)N(C)CCO)ccc1-2
[98] O=C1COc2ccc(C(=O)COC(=O)c3ccccc3Cl)cc2N1

screen / no. | 89 | 90 | 91 | 92 | 93 | 94 | 95 | 96 | 97 | 98
OX1R antag-1 | 4 | 9 | 3 | 6 | 6 | 0 | 16 | 7 | 58* | 9
OX1R antag-2 | -7 | 18 | 4 | -6 | -27 | -20 | -40 | -14 | -7 | 8

# Entries listed above shown as hits in OX1R antag-1:
[84] CC(NC(=O)c1cccc2ccccc12)c1ccc2c(c1)CCCC2 (centres undefined)
[97] CN(CCO)S(=O)(=O)c1ccc2c(c1)C(=O)c1cc(S(=O)(=O)N(C)CCO)ccc1-2

screen / no. | 84 | 97
OX1R antag-1 | 79* | 58*
OX1R antag-2 | 5 | -7

# Molecules above containing a tert-butyl group, in the order listed:
[3] CC(C)(C)c1ccc(C(=O)Nc2ccc(S(N)(=O)=O)cc2)cc1
[39] CC(C)(C)c1ccc(NC(=O)NC2CCCc3ccccc32)cc1 (centres undefined)
[51] CC(=O)Nc1ccc(OS(=O)(=O)c2ccc(C(C)(C)C)cc2)cc1
[66] CC(C)(C)c1ccc(C(=O)NNC(=O)CNC(=O)c2cccs2)cc1

screen / no. | 3 | 39 | 51 | 66
OX1R antag-1 | -4 | 12 | 22 | -3
OX1R antag-2 | -7 | 5 | -6 | 11

# Screens: PubChem BioAssay, The Scripps Research Institute Molecular Screening Center
